Source: PubChem BioAssay
D1 antagonist: antagonists of human D1 dopamine receptor; P21728; HEK293 TREx D1 cells, calcium flux, dopamine EC80; stronger effect = lower value; activity change, negative = inhibition, % at 10 µM; actives 3.2% (n = 360,000); AID 504652; in the data active = activity change below about -30%; also: % is scaled to controls: 0 for no effect and ±100 for the full control effect
Target sequence (P21728 whole entry, looked up): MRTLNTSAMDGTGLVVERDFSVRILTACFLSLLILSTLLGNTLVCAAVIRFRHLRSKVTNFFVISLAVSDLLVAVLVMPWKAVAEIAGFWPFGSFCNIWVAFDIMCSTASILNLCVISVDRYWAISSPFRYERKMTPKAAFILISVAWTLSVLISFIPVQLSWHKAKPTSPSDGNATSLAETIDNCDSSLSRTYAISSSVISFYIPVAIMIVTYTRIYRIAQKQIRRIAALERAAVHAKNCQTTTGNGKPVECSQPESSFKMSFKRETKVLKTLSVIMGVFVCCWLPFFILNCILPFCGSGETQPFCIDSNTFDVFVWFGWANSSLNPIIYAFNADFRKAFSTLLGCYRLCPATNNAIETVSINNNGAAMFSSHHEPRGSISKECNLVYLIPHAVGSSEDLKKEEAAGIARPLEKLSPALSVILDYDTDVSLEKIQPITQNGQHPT
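Tetracycline-induced HEK293 Trex D1 cells, force-coupled to calcium, dye-loaded; compounds added and read 180 s, then EC80 dopamine added and calcium flux tracked kinetically another 180 s.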
RXFP1 antagonist: blocks the human relaxin receptor RXFP1 | AID 1259400 | actives 0.59% (n = 350,000) | Q9HBX9 | activity change, negative = inhibition, % at 57.5 µM | HEK293-RXFP1, relaxin-stimulated cAMP HTRF, 30 min; stronger effect = lower value;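 active = activity change of -60% or lower, but not beyond a set lower limit; inconclusive = change between -60% and -40%, or beyond the set limit; inactive = change above -40%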; also: % is scaled to controls: 0 for no effect and ±100 for the full control effect
D1 ag: activates the human D1 dopamine receptor. activation, % at 2 µM. actives 1% (n = 360,000). HEK293 T-REx D1 cells, calcium flux, agonist mode. P21728; also: 0% is about no effect
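Inducible HEK293 T-REx D1 cells, force-coupled to calcium signalling, were plated at 4000 cells/well with tetracycline and held overnight at 30 C. After no-wash calcium dye loading, compound-evoked calcium rise over 180 s flagged agonists.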
D2 ag: D2 dopamine receptor (human) agonism; P14416; HEK293 T-REx D2 cells, calcium flux agonist mode; activation, % at 2 µM; actives 0.53% (n = 340,000); AID 485358;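 active = activation over 3 SD above normal in the single-dose calcium agonist read, cut at about 30% in these data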; also: 0% is about no effect
Target sequence (P14416 whole entry, looked up): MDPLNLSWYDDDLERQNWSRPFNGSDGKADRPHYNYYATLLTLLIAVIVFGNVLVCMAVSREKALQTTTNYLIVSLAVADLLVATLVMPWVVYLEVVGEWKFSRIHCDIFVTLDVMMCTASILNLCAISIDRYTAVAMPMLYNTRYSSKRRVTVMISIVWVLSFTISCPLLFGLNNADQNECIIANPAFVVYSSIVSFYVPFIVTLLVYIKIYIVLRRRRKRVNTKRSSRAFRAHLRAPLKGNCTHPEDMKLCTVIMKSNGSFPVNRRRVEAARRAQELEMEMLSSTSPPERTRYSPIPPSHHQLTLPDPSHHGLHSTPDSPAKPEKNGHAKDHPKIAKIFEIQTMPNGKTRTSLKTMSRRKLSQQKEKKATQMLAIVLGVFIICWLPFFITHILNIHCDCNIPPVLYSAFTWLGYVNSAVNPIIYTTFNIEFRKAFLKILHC
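Tetracycline-induced HEK293 Trex cells with D2 receptor force-coupled to calcium signaling, plated overnight at 30 C and loaded with no-wash calcium dye. Calcium flux read kinetically for 180 s after compound addition; responses flag agonists.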
D1 PAM: enhances dopamine response at the human D1 receptor; HEK293 TREx D1 cells, calcium flux, dopamine EC20 potentiation; potentiation, % at 10 µM; actives 0.036% (n = 360,000); AID 504651; in the data active = potentiation above about 30%; also: 0% is about no effect
TRHR agonist: TRH receptor (human) agonism. P34981. TRHR cells, calcium flux fluo-8, FDSS agonist mode. activation, % at 2 µM. actives 0.18% (n = 360,000). AID 493084; also: 0% is about no effect
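Steps: seed TRHR cells overnight; add fluo-8 no-wash Ca dye, RT 30 min–1.5 h; record 10 s baseline; pin-transfer compounds; monitor fluorescence 1 cycle/s for the agonist window. Calcium increases flag candidate agonists.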
D2 PAM: positive allosteric modulators of human D2 dopamine receptor; P14416; HEK293 T-REx D2, calcium flux, EC20 dopamine potentiation; potentiation, % at 10 µM; actives 0.34% (n = 340,000); AID 485347;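 active = potentiation over 3 SD above the plate norm, cut at about 30% in these data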; also: 0% is about no effect
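Tetracycline-induced HEK293 T-REx cells force-coupled to calcium signalling expressed D2; compounds were pin-added after a 10 s baseline, read kinetically 180 s, then an EC20 dopamine challenge followed with a further 180 s calcium read.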
TRHR PAM: allosterically enhances the human TRH receptor | TRHR cells, fluo-8 calcium fluorescence, EC20 TRH enhancement | enhancement, % at 2 µM | AID 493056 | actives 0.66% (n = 360,000); in the data active = enhancement above about 30%; also: 0% is about no effect
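TRHR-expressing cells loaded with fluo-8 calcium dye were read kinetically (ex 480/em 530) during compound addition, then stimulated with an EC20 of TRH (10 nM final). Enhancement of the Gq-mediated intracellular calcium response was scored.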
D2 antag: antagonists of human D2 dopamine receptor; HEK293 TREx D2 cells, calcium flux, dopamine EC80; inhibition, % at 10 µM; actives 2% (n = 340,000); AID 485344; in the data active = inhibition above about 30%; also: 0% is about no effect
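Calcium mobilization kinetics were recorded at 1 s intervals in tetracycline-induced HEK293 T-REx D2 cells, first for 180 s after compound addition and then 180 s after EC80 dopamine.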
* hit, by the source's call; ? = inconclusive; / = no result given. Rule as the data show it, unless noted: active = activation above about 30%; inactive = the rest.

Results follow in this order: D1 antagonist, RXFP1 antagonist, D1 ag, D2 ag, D1 PAM, TRHR agonist, D2 PAM, TRHR PAM, D2 antag
(1) CCCn1cc(C(=O)N(C)C2CCCN(Cc3ccccc3F)C2)c(C)n1 (stereo not drawn)
→ 6, -3, 2, -0.4, -1, -0.1, 4, -3, -11
(2) O=C1C(=O)N2C(=C1C(=O)N1CCCCCC1)c1ccccc1CC21CCCC1
→ -10, -10, -1, 2.1, -1, 0.5, 15, 1, -6
(3) O=C(CCCSc1nnc(-c2cccs2)n1CC1CCCO1)c1ccccc1 (stereo not drawn)
→ -8, -23, 8, 0.8, -9, -1.7, 7, -5, 11
(4) CN(c1nc2ccccc2n2c(-c3ccco3)nnc12)S(=O)(=O)c1ccccc1
→ -13, 0, 3, -0.1, -9, -0.8, 10, 27, 2
(5) CCc1ccc(-n2nc(C)c3c(C(=O)Nc4cccc(C(F)(F)F)c4)cc(C)nc32)cc1
→ -35*, -10, 9, 0.2, -6, 1.7, 5, -6, /
(6) COc1ccc(NS(=O)(=O)c2cccc(C(=O)NCCCn3ccnc3)c2)cc1
→ 4, -14, 2, 0.0, -1, 0.4, -7, 3, 1
(7) Cn1cc(/C=C/C(=O)N2CCCC(C(=O)c3ccc(C(C)(C)C)cc3)C2)cn1 (stereo not drawn)
→ 12, -16, 2, -0.4, 0, 0.2, -7, -3, -1
(8) COc1ccc(Cl)cc1N1C(=NC(=O)C2CCCCC2)SC2CS(=O)(=O)CC21 (stereo not drawn)
→ 3, 4, 1, -0.3, 3, -0.1, 4, -2, -4
(9) O=C(Oc1ccc(/C=N/NC(=O)c2ccccc2F)cc1)c1ccccc1
→ 13, -10, 2, 1.0, 0, 0.1, 11, 0, -43
(10) Cc1cc(NC(=O)Cc2ccc(Br)cc2)no1
→ -2, -6, 6, 1.7, -1, -0.6, -2, 5, 9
(11) Cc1ccccc1C1CC(c2ccccc2)Nc2ncnn21 (stereo not drawn)
→ 8, /, 5, 1.2, /, -0.7, 6, 12, 11
(12) Nc1nc(SCC(=O)NCc2ccccc2)[nH]c(=O)c1NC(=O)c1ccccc1F
→ -11, 23, -1, 0.0, 2, 0.5, -4, 3, -1
(13) Cc1ccc(C2N(C)c3ccccc3-c3nc4ccccc4n32)o1 (stereo not drawn)
→ -6, 4, 2, -0.3, -4, -1.4, 1, -6, -1
(14) COc1cccc(/C=N/Nc2cc(N3CCOCC3)ncn2)c1O
→ 4, -6, 7, -0.3, 1, -0.3, -5, -4, 3
(15) O=S(=O)(NN=C1CCCCCC1)c1ccccc1
→ -4, -6, 4, 1.1, -4, -0.3, -6, 10, 21
(16) CCc1ccc(CNC(=O)C2COc3ccccc3C2)cc1 (stereo not drawn)
→ -9, 3, -2, 0.4, 1, -0.2, 16, -2, /
(17) CC(NS(=O)(=O)c1ccc(Cl)c(Cl)c1)C(=O)OCC(=O)N1CCCCCC1 (stereo not drawn)
→ -25, 1, 3, -0.7, -10, -0.1, -6, -6, -22
(18) CCc1ccc2oc(-c3cccc(NC(=O)C(C)(C)Oc4ccc(Br)cc4)c3)nc2c1
→ -8, /, 10, 0.7, 1, 4.2, 21, 3, /
(19) COc1ccccc1C(=O)N(Cc1ccc(Cl)cc1)C1CCS(=O)(=O)C1 (stereo not drawn)
→ -5, -3, -1, -0.3, 1, 0.0, 0, -3, 8
(20) Cc1cc(C)nc(N/N=C/C2=C(O)CC(c3ccc(F)cc3)CC2=O)n1 (stereo not drawn)
→ 5, 6, 11, -1.0, 5, -2.0, 6, 6, -6

Another view of some results above:
10: Cc1cc(NC(=O)Cc2ccc(Br)cc2)no1
3: O=C(CCCSc1nnc(-c2cccs2)n1CC1CCCO1)c1ccccc1 (stereo not drawn)
5: CCc1ccc(-n2nc(C)c3c(C(=O)Nc4cccc(C(F)(F)F)c4)cc(C)nc32)cc1
11: Cc1ccccc1C1CC(c2ccccc2)Nc2ncnn21 (stereo not drawn)
14: COc1cccc(/C=N/Nc2cc(N3CCOCC3)ncn2)c1O
1: CCCn1cc(C(=O)N(C)C2CCCN(Cc3ccccc3F)C2)c(C)n1 (stereo not drawn)
Compound | 10 | 3 | 5 | 11 | 14 | 1
D1 antagonist | -2 | -8 | -35* | 8 | 4 | 6
RXFP1 antagonist | -6 | -23 | -10 | / | -6 | -3
D1 ag | 6 | 8 | 9 | 5 | 7 | 2
D2 ag | 1.7 | 0.8 | 0.2 | 1.2 | -0.3 | -0.4
D1 PAM | -1 | -9 | -6 | / | 1 | -1
TRHR agonist | -0.6 | -1.7 | 1.7 | -0.7 | -0.3 | -0.1
D2 PAM | -2 | 7 | 5 | 6 | -5 | 4
TRHR PAM | 5 | -5 | -6 | 12 | -4 | -3
D2 antag | 9 | 11 | / | 11 | 3 | -11

The listing continues.
Results follow in this order: D1 antagonist, RXFP1 antagonist, D1 ag, D2 ag, D1 PAM, TRHR agonist, D2 PAM, TRHR PAM, D2 antag
(21) N[C@@H](Cc1ccccc1)c1nnc2sc(SCc3ccccc3)nn12
→ 6, 3, 2, 0.3, 4, -0.7, -1, 3, -9
(22) CC(NC(=O)c1cccs1)C(c1cccs1)N1CCN(c2ccccc2)CC1 (stereo not drawn)
→ 6, -14, -1, -0.3, 0, -0.6, 55*, 4, 7
(23) CC(=O)c1c(C)[nH]c(C(=O)Nc2ccc3c(c2)OCCO3)c1C
→ -7, -12, 2, -0.5, 6, -0.7, -1, 13, 3
(24) COc1ccc(N2CC(NC(=O)c3ccc(S(=O)(=O)N4CCCC4)cc3)CC2=O)cc1 (stereo not drawn)
→ /, -27, 6, 0.3, 0, -0.4, 20, 1, /
(25) CC1(C)CC(N2CCN(CCO)CC2)=CC(=S)N1
→ -19, -2, 4, -0.9, 4, 3.3, -5, -1, -10
(26) COc1ccc(C(=O)Nc2ccc(C(=O)OCc3cc(=O)n4nc(C5CC5)sc4n3)cc2)cc1
→ -7, -2, 0, 2.3, 0, 0.8, 2, 0, /
(27) COc1cccc(NC(=O)Nc2ccc3c(c2)CCC3)c1
→ -30, -3, 14, 0.6, -5, -0.1, 1, 17, -22
(28) O=S(=O)(NCCc1c[nH]c2ccccc12)c1ccccc1
→ -36*, -11, 20, -0.4, -6, 0.0, -1, -5, 6
(29) COc1c(Cl)cc(C(=O)Nc2cccc(-c3nc4ccccc4[nH]3)c2)cc1Cl
→ -13, /, 11, 0.9, -2, 0.2, -4, 2, /
(30) COc1ccc(CCNC2CC(=O)N(CCc3ccccc3)C2=O)cc1 (stereo not drawn)
→ 11, 6, 0, 0.1, -2, 0.7, -12, 0, -6
(31) COC(=O)c1ccccc1NC(=O)NC1CCCC1
→ -16, -15, 0, 1.1, -2, -0.5, 2, 2, 13
(32) O=C(CSc1nnc(CNC(=O)c2cccs2)o1)NCc1ccc(F)cc1
→ 6, 6, 0, 0.5, -2, 0.8, 2, 5, -4
(33) CCc1ccccc1N(CC(=O)Nc1cccc(N(C)S(C)(=O)=O)c1)S(C)(=O)=O
→ -20, -8, 2, -0.7, -7, 0.9, 1, -9, 15
(34) COC(=O)c1ccc(NS(=O)(=O)c2cc(C)ccc2OC)cc1
→ -10, -6, 8, 5.7, -3, 0.2, /, -2, -20
(35) O=C(OCC(=O)c1ccc[nH]1)c1ccc(Cl)nc1
→ -2, 14, 2, 0.5, -4, 0.0, -5, 1, 12
(36) Cc1ccc(N2C(=O)CC(n3ccnc3)C2=O)cc1C (stereo not drawn)
→ -10, -3, 2, 0.3, 3, 0.1, 1, 8, 6
(37) COc1cccc(NC(=O)Cn2cc(C=O)c3ccccc32)c1
→ -11, 4, 10, -1.2, -4, 0.7, -8, 0, -9
(38) COc1cccc(CN2CC(C(=O)N3CCCO3)CCC2=O)c1 (stereo not drawn)
→ 4, 0, 2, -0.3, 0, 0.1, -3, 5, 0
(39) CSCCC(NC(=O)c1ccccc1Cl)C(=O)NNC(=O)c1ccccc1O (stereo not drawn)
→ -2, -1, 1, 0.3, -2, 1.0, -1, -4, 10
(40) CCc1ccc(C(=O)C(C)OC(=O)c2cccc(S(=O)(=O)N3CCOCC3)c2)cc1 (stereo not drawn)
→ -27, ?, 18, 0.9, -4, -0.3, 21, 10, -27
(41) COc1ccccc1CNC(=O)c1cc(C(=O)CC(C)C)c[nH]1
→ -4, 3, 2, -1.5, 7, -0.4, -1, -10, 1
(42) C=CCNC(=O)N1CCC(n2nccc2NC(=O)CCCc2ccccc2)CC1
→ 10, 12, 1, 0.3, 0, -0.8, -8, 10, -27
(43) CCOC(=O)C1(Cc2ccc(OC)cc2)CCN(C(=O)[C@@H]2CCCN2C(C)=O)CC1
→ 20, -1, 1, -0.4, 6, 0.2, -5, 3, 3
(44) CC(=O)c1ccc(NC(=S)NCCc2cccc(Cl)c2)cc1
→ -37*, 2, 22, 3.2, -6, 1.1, 5, -1, -14
(45) CCCC(C)NC(=O)c1ccc(F)cc1 (stereo not drawn)
→ 15, -9, 2, -2.1, -3, -0.4, -2, -4, -10
(46) Cc1ccc(CN=C(Nc2ccccc2)NC2CCCCC2)cc1
→ -5, -19, 0, 0.6, -6, 1.1, -9, -3, 3
(47) CCOC(=O)CCc1nc2ccccc2[nH]1
→ -11, 17, 2, 0.8, -1, 0.0, -18, 5, -12
(48) CC(C)(C)C(=O)Cn1c(=O)n(-c2ccc(F)cc2F)c(=O)c2sccc21
→ 0, -5, 0, 0.0, 5, 0.7, /, -3, -3
(49) Nc1ncnc2nc(SCC(=O)N3CCN(c4ccccc4)CC3)[nH]c12
→ -11, 6, 0, -0.2, 3, -0.4, -3, 2, 6
(50) COc1ccc(OC)c(C2CC(c3c(-c4ccccc4)c4cc(Cl)ccc4[nH]c3=O)=NN2S(C)(=O)=O)c1 (stereo not drawn)
→ 14, -21, 1, 2.8, 3, 0.6, 1, -1, 10
(51) COc1cc(C(=O)Nc2nc(-c3cccs3)cs2)cc(OC)c1OC
→ -12, -9, 1, -1.7, -4, -0.6, 13, 1, 0
(52) COc1cccc(C(C(=O)NC(C)(C)C)N(C(=O)CCC(=O)Nc2cc(C)on2)C(C)C)c1OC (stereo not drawn)
→ -11, -16, 1, -0.2, -2, -0.5, -8, 7, 26
(53) CC(=O)c1ccc(-n2nnnc2SCC(=O)Nc2sc(C)c(C)c2C#N)cc1
→ -12, 0, 2, 0.6, -2, 0.1, -5, -3, 0
(54) CC(=O)Nc1ccc(S(=O)(=O)N2CCC(=O)Nc3ccccc32)cc1
→ -8, 7, 0, 0.7, -1, 0.1, -6, -7, 4
(55) Cc1cc2oc(C(=O)Nc3c(C)n(C)n(-c4ccccc4)c3=O)c(C)c2cc1C
→ -1, -8, 1, 0.2, -3, -0.4, 7, 0, -28
